# Screening results from PubChem BioAssay.
# HT1080-NT tox: qHTS for induction of synthetic lethality in tumor cells producing 2HG: qHTS for the HT-1080-NT fibrosarcoma cell line; AID 686970, 2013; HT-1080-NT fibrosarcoma viability, CellTiter-Glo ATP luminescence, 48 h; Potency, µM (top dose mostly 46.1 µM), without a hit: at the top dose activity, negative = less viability, usual class: cytotoxic; 1.6% of 360,000 active;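 also: NT is the 2HG producing partner of a matched IDH1 knockdown line; potency is read from the fitted curve at half-maximal effect; 0% = DMSO-treated cells and -100% = media-only wells without cells; nearly all actives have a fitted effect of over 55% in size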
#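 HT-1080-NT; 750 cells/well; 5% FBS RPMI; 48 h compound, 37 degrees C; CellTiter-Glo luminescence; curve fitting and curve-class assignment.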
# KB-V1 MDR tox: qHTS assay for MDR1-selective chemotherapeutics: Primary screen using the drug-selected MDR subline cells KB-V1. Potency, µM (highest dose often 46.1 µM), for the others: at the top dose activity change, negative = cytotoxicity, actives largely listed as cytotoxic. 3.4% of 400,000 active. KB-V1 MDR cells viability, CellTiter-Glo, 72 h; also: potency is read from the fitted curve at half-maximal effect; % is scaled to controls: 0 for no effect and ±100 for the full control effect; nearly all actives have a fitted effect of over 60% in size
#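 Potencies derive from concentration-effect curves fitted to normalized luminescence (CellTiter-Glo) of KB-V1 cells treated for 72 h at 37 degrees C in phenol-red-free DMEM containing 10% FBS.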
# SW480 rerep: A quantitative high throughput screen for small molecules that induce DNA re-replication in SW480 colon adenocarcinoma cells | 1.8% of 340,000 active | Potency, µM (titrated, usually from 46.1 µM), without a hit: at the top dose re-replication activation, actives largely listed as activators | SW480 DNA re-replication, Hoechst DNA content imaging, 48 h; also: potency is read from the fitted curve at half-maximal effect; % of control where 0% means no effect; nearly all actives have a fitted effect of over 55% in size
#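 Cells (250 per well) received 23 nL compound or DMSO by pin tool and were kept 48 hr at 37 C, 5% CO2. Nuclei were then stained with Hoechst for 40 min and scanned for DNA content.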
# KB-3-1 tox: qHTS assay for MDR1-selective chemotherapeutics: Primary screen using the parental adenocarcinoma cell KB-3-1; 1.4% of 400,000 active; KB-3-1 viability, CellTiter-Glo ATP luminescence, 72 h; Potency, µM (titrated, usually from 46.1 µM), for inactives: at the highest dose activity change, negative = cytotoxic, usual class: cytotoxic; AID 1347075, 2019; also: potency is read from the fitted curve at half-maximal effect; % is scaled to controls: 0 for no effect and ±100 for the full control effect; nearly all actives have a fitted effect of over 60% in size
#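 Multi-concentration cytotoxicity screen in KB-3-1 cells grown in DMEM lacking phenol red with 10% FBS. After 72 h at 37 °C with compound, ATP-dependent luminescence was recorded.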
# MCF10A rereplic: A quantitative high throughput screen for small molecules that induce DNA re-replication in MCF 10a normal breast cells; Potency, µM (highest dose often 46.1 µM), without a hit: at the top dose activity, positive = re-replication, hits mostly activators; MCF 10A DNA re-replication, Hoechst nuclear intensity, 48 h; AID 624296, 2012; 2.9% of 350,000 active; also: potency is read from the fitted curve at half-maximal effect; % of control where 0% means no effect; nearly all actives have a fitted effect of over 50% in size
# WRN inhibitor: qHTS for Inhibitors of WRN Helicase. Bifunctional 3'-5' exonuclease/ATP-dependent helicase WRN (Homo sapiens), Q14191. WRN helicase unwinding, fluorescent forked duplex, kinetic. Potency, µM (titrated, usually from 114 µM), without a hit: at the top dose activity change, negative = inhibition, actives largely listed as inhibitors. 0.46% of 360,000 active. AID 651768, 2012; also: potency is read from the fitted curve at half-maximal effect; % is scaled to controls: 0 for no effect and ±100 for the full control effect; nearly all actives have a fitted effect of over 55% in size
# Target sequence (Q14191 whole entry, looked up): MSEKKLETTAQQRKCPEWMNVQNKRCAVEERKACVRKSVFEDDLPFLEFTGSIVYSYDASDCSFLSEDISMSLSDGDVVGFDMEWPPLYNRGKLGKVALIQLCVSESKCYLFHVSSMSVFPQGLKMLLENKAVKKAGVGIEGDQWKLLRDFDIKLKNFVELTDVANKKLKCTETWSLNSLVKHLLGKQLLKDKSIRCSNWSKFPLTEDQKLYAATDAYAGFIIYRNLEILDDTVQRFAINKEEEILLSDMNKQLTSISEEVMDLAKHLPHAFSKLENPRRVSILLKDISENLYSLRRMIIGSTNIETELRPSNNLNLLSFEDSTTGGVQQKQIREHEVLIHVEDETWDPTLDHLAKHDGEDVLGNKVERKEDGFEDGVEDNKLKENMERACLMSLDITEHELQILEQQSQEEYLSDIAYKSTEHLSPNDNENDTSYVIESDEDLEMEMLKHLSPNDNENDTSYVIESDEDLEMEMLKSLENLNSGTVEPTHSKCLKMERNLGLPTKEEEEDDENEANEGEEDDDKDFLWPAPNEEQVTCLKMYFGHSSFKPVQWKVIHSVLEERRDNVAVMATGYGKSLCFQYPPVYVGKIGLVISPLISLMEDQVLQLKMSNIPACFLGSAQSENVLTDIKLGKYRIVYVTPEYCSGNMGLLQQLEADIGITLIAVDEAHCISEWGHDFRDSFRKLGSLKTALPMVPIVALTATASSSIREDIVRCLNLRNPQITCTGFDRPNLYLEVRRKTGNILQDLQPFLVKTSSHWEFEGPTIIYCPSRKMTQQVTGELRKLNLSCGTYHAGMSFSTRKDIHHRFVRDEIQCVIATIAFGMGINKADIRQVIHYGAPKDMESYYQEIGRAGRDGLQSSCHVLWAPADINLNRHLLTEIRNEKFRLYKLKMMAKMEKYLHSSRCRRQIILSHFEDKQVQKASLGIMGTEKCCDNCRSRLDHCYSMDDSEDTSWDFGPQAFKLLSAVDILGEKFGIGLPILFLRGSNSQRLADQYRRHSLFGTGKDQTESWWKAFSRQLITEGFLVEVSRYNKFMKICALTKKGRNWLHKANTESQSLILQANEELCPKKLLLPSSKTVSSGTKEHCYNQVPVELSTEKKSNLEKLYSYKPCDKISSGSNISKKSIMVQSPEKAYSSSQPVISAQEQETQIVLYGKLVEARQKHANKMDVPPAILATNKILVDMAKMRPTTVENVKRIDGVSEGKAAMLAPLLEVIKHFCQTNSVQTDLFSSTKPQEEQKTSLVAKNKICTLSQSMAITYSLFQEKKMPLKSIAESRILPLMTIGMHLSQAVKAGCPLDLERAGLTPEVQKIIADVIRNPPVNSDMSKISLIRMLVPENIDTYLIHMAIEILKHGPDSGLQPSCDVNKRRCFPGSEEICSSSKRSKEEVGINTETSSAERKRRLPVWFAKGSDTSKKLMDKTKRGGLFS
#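 WRN at 20 nM final was preincubated with compound for 15 min at room temperature; reaction started with 100 nM forked duplex oligonucleotide carrying fluorophore and quencher plus 2 mM ATP (final). Unwinding followed kinetically by red fluorescence (ex 525/em 598 nm).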
# ATXN2 expr inh: Primary qHTS for Inhibitors of ATXN expression; HEK-293 ATXN2-luciferase reporter, luminescence, 24 h; 0.72% of 360,000 active; Potency, µM (highest dose often 57 µM), without a hit: at the highest dose activity change, negative = inhibition, actives largely listed as inhibitors; AID 1745845, 2022; also: potency is read from the fitted curve at half-maximal effect; % is scaled to controls: 0 for no effect and ±100 for the full control effect; nearly all actives have a fitted effect of over 55% in size
#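 qHTS (up to 57 uM final) was run with 24 h compound exposure of reporter cells at 37 °C. Each well was multiplexed: SteadyGlo luminescence measured ATXN2-luciferase expression after a fluorogenic Gly-Phe-AFC viability readout (25 uM final).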
# IL-1B inflam inh: qHTS for Inhibitors of Inflammasome Signaling: IL-1-beta AlphaLISA Primary Screen. THP-1 LPS/ATP IL-1B secretion, AlphaLISA, 16 h; hits give low values. 4.7% of 360,000 active. activity change, % at 57.5 µM; in the data active = activity change below about -50%; inconclusive = mostly about -30% to -49%; also: % is scaled to controls: 0 for no effect and ±100 for the full control effect
#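 THP-1 cells pretreated 1 hr with compounds (up to 57.5 uM final), then stimulated with LPS (250 ng/mL final) plus ATP (1.25 mM final); secreted IL-1B measured by AlphaLISA after 16 hr, decreased signal indicating inhibition.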
# HT1080 IDH1KD tx: qHTS for induction of synthetic lethality in tumor cells producing 2HG: qHTS for the HT-1080-IDH1KD cell line. HT-1080 IDH1 knockdown viability, ATP luminescence, 48 h. Potency, µM (titrated, usually from 46.1 µM), for the others: top-dose activity, negative = toxicity, usual class: cytotoxic. 2% of 360,000 active. AID 686971, 2013;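 also: potency is read from the fitted curve at half-maximal effect; 0% = DMSO wells and -100% = cell-free medium wells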
#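 % activity derives from luminescence (CellTiter-Glo), normalised to DMSO and no-cell wells. HT-1080-IDH1KD cells, 750/well, had 48 h compound exposure at 37 °C.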
# Numbers without * were called inactive; ? = inconclusive; / = no result given; [ ] = remark or other dose. Unless noted, calls follow the shape of the dose curve; as a rule, active = well fitted curve in the direction sought with a large enough effect; inconclusive = small, poorly fitted or top-dose-only effect, or another doubt; inactive = no such curve, though single readings can be large; an effect the other way counts as inactive or inconclusive.
SMILES,HT1080-NT tox,KB-V1 MDR tox,SW480 rerep,KB-3-1 tox,MCF10A rereplic,WRN inhibitor,ATXN2 expr inh,IL-1B inflam inh,HT1080 IDH1KD tx
CCOC(=O)c1cc2c(ccn2C)n1Cc1ccccc1C,-3%,-9%,0%,9%,-1%,-15%,-10%,?,6%
COc1cccc(C(=O)COC(=O)C(C)N2C(=O)c3ccccc3C2=O)c1 (configuration not stated),7%,-6%,?,5%,?,-20%,-7%,-3,6%
COc1ccc(Cc2noc(CN3CCN(c4ccc(Cl)cn4)CC3)n2)cc1OC,-29%,3.3µM*,0%,?,9%,-11%,?,?,-28%
COC(=O)[C@@]12C[C@@H](CC(=O)NCCC(C)C)C(=O)N(Cc3ccco3)C1=CCC(C)(C)C2,3%,?,/,-1%,/,7%,/,-18,-2%
CCN(C(=O)CSc1nnc(-c2ccncc2)n1-c1ccccc1)C1CCS(=O)(=O)C1 (configuration not stated),3%,4%,0%,14%,-3%,-3%,8%,29,14%
CC(C)(C)N1C(=O)c2ccc(C(=O)Nc3nccs3)cc2C1=O,-5%,14%,7%,26%,0%,-8%,50%[activator],-20,0%
O=C(NCCCN1CCOCC1)c1ccccc1-c1ccccc1,-2%,2%,6%,0%,-3%,6%,-17%,-4,-6%
Cc1cc(-c2nnc(SCC(=O)Nc3ccccc3)n2C)no1,3%,-4%,-18%,-5%,-2%,-17%,-8%,4,-1%
CCOC(=O)C1(C)NC(c2ccco2)C2C(=O)N(C)C(=O)C21 (configuration not stated),2%,7%,?,3%,0%,-1%,-2%,-9,-3%
COc1cc2c(O)c3c(c(-c4ccc5c(c4)OCO5)c2cc1OC)C(=O)OC3,2.5µM*,4.6µM*,23µM*,15µM*,?,-25%,?,-19,2.5µM*
Cc1cc(-c2ccccc2)nc(Nc2nc3c(C)cccc3c(=O)[nH]2)n1,10%,-2%,-1%,-7%,9.2µM*,-4%,0%,3,6%
CC(=O)c1ccc(OC(=O)C2c3ccccc3Oc3ccccc32)cc1,2%,20%,-4%,-4%,6%,-5%,5%,65,2%
CCOc1ccc(N=C2NC(=O)CS2)cc1,-2%,-10%,?,-22%,-1%,7%,-50%,0,0%
CCN(CC(=O)Nc1ccc(NC(C)=O)cc1)C(=O)Cc1ccccc1F,29%,5%,-5%,1%,-4%,8%,13%,7,8%
CCOC(=O)c1ccc(CC(=O)c2ccc(O)c(O)c2O)o1,-2%,1%,-24%,-1%,-1%,?,-26%[11.3 µM],-12,-6%
C/C=C/c1ccc(OCCOc2cc(C=O)ccc2OC)c(OC)c1,-22%,15µM*,3%,-18%,29%,1%,73%[activator],-11,-13%
CN(CC(=O)Nc1cccc(F)c1)C(=O)c1cn(-c2ccccc2)nc1-c1ccccc1,-3%,-6%,0%,8%,13%,-8%,2%,?,-6%
S=C(NCc1ccc2[nH]c3c(c2c1)CCCC3)Nc1ccccc1Cl,-9%,?,5%,?,3.7µM*,-4%,-26%,15,-14%
CCC(=O)N1c2ccc(S(=O)(=O)NCc3ccco3)cc2CC1C (configuration not stated),-24%,1%,2%,-1%,-2%,5%[11.6 µM],/,6,-14%
CCCc1ccc(S(=O)(=O)N2CCN(C(C)C(=O)NCc3ccccc3)CC2)cc1 (configuration not stated),-1%,?,9%,-5%,8%,1%,-7%,18,-8%
CCOC(=O)C1(CCOc2ccccc2)CCN(Cc2cccc(-n3cccn3)c2)CC1,-14%,?,8%,?,?,-7%,/,3,?
O=C(Nc1cccc(Cl)c1)NC1CC2CCC(C1)N2Cc1cccs1 (configuration not stated),-7%,-13%,-2%,-25%,-1%,10%,/,-16,3%
CCCCNC(=O)C1(C)CCN1C(=O)c1cccc(OC(F)(F)F)c1 (configuration not stated),-3%,-6%,/,0%,/,-4%,-4%,2,0%
CC1=NN(c2ccccc2)C(=O)/C1=C\c1sccc1C,11%,-4%,-4%,2%,?,-9%,2%,/,-4%
O=S(=O)(Cc1nnnn1-c1ccccc1)c1ccccc1,0%,-3%,-3%,-2%,9%,1%,-5%,0,11%

# Some of these compounds in order of number of heavy atoms, rising:
SMILES,HT1080-NT tox,KB-V1 MDR tox,SW480 rerep,KB-3-1 tox,MCF10A rereplic,WRN inhibitor,ATXN2 expr inh,IL-1B inflam inh,HT1080 IDH1KD tx
CCOC(=O)C1(C)NC(c2ccco2)C2C(=O)N(C)C(=O)C21 (configuration not stated),2%,7%,?,3%,0%,-1%,-2%,-9,-3%
Cc1cc(-c2nnc(SCC(=O)Nc3ccccc3)n2C)no1,3%,-4%,-18%,-5%,-2%,-17%,-8%,4,-1%
CCOC(=O)C1(CCOc2ccccc2)CCN(Cc2cccc(-n3cccn3)c2)CC1,-14%,?,8%,?,?,-7%,/,3,?

# New compounds follow:
SMILES,HT1080-NT tox,KB-V1 MDR tox,SW480 rerep,KB-3-1 tox,MCF10A rereplic,WRN inhibitor,ATXN2 expr inh,IL-1B inflam inh,HT1080 IDH1KD tx
COc1ccccc1-c1nnc(SCC(=O)NC2CCCCC2)n1N,4%,22%,-3%,0%,-2%,1%,15%,3,10%
CN(C)/N=C/c1ccc(OS(=O)(=O)c2ccccc2)cc1,15%,-11%,7%,1%,5%,-1%,80%[activator],-12,6%
O=C(c1ccc2nc(-c3ccco3)c(-c3ccco3)nc2c1)N1CCN(c2ccccc2)CC1,-10%,23µM*,?,5%,16µM*,-22%,?,?,?
COc1ccc2c(c1)C(c1ccccc1)NC(=O)C2 (configuration not stated),-1%,18%,-34%,8%,10%,7%,0%,46,0%
Cc1ccc(Cl)cc1NC(=S)N(CCN(C)C)C(C)c1ccccn1 (configuration not stated),0%,-11%,-2%,-6%,-7%,-1%,3%,-73*,-1%
CCn1c(SCC(=O)Nc2cc(C)on2)nnc1-c1ccncc1,7%,21%,-9%,0%,-6%,-12%,6%,6,22%
Cc1ccc(S(=O)(=O)N(C)C[C@@H]2Oc3ncc(Br)cc3C(=O)N([C@H](C)CO)C[C@@H]2C)cc1,-4%,0%,/,8%,/,8%,-12%,-5,-8%
O=C(NCc1ccccc1CN1CCCC1)c1cccc(S(=O)(=O)N2CCCC2)c1,-2%,-22%,-14%,-5%,10%,3%,/,-20,-4%
COC(=O)C1=C(Nc2ccc(C)cc2)C=C(C)C(C(=O)OC)C1c1ccc(OC)cc1 (configuration not stated),?,0%,15µM*,0%,?,-8%,0%,-5,?
CN(CC(=O)NC1CCCCC1)S(=O)(=O)c1ccc(Cl)cc1,9%,-20%,-11%,3%,-18%,3%,1%,6,11%
Cc1cccc(-c2nnc(SCC(=O)NC3CCCC3)o2)c1,-26%,-14%,-5%,?,-1%,6%,3%,22,-2%
Cc1ccccc1CC(=O)N1CCN(S(=O)(=O)c2ccc(Cl)s2)CC1,-2%,-14%,-2%,0%,13%,-15%,-15%,-12,8%
OCC1N=C(c2ccccn2)OC1c1ccccc1 (configuration not stated),9%,3%,-3%,0%,-2%,-8%,4%,10,13%
O=[N+]([O-])c1cc([N+](=O)[O-])c(N2CCOCC2)cc1NCc1ccccc1,-16%,-11%,-1%,0%,?,2%,2%,28,-17%
CC(=O)/C(=N/Nc1cccc(Cl)c1)N1CCOCC1,-6%,-1%,-2%,-1%,24%,0%,12%,5,?
Fc1c(F)c(F)c(/C=N/NC(=S)Nc2cccnc2)c(F)c1F,?,-1%,?,1%,11µM*,4%,?,-102*,16µM*
O=C(Nc1ccc(F)cc1)NC1CCN(Cc2ccccc2)CC1,-2%,-15%,3%,-4%,4%,9%,/,-21,-4%
O=C(Nc1nc2c(s1)CCCC2)c1cc(-c2ccccc2)nc2ccccc12,9%,13µM*,/,-4%,8%,-10%,-7%,-7,-1%
Cc1ccc(N2CC(C(=O)NCc3cccs3)CC2=O)cc1C (configuration not stated),-1%,?,13%,-1%,0%,-9%,3%,35,0%
COc1cccc2cc(C(=O)NCCc3ccccc3)c(=O)oc12,-1%,?,-2%,-21%,-20%,0%,41%[activator],10,-9%
CCCn1c(NC(=O)CN2C(=O)NC3(CCCCC3)C2=O)nc2ccccc21,?,?,?,?,-8%,4%,6%,5,-28%
CC(=O)c1sc(-c2cccc(Cl)c2)nc1C,21%,10%,-27%,0%,?,7%,12%,-4,13%
COc1ccccc1C(=O)Nc1ccc(Nc2ccccc2)cc1,16%,0%,-44%[inhibitor],2%,10%,0%,-2%,-1,11%
CCn1c(SCC(=O)c2ccc(CNC(C)=O)o2)nnc1-c1cccs1,-1%,21%,-3%,2%,-3%,-15%[57.1 µM],-9%,9,-6%
C[C@H](NC(=O)[C@H](Cc1ccccc1)n1c(=O)[nH]c2ccccc2c1=O)C(=O)N1CCC[C@H]1C(=O)O,5%,4%,-5%,-5%,-3%,6%,-4%,12,0%
COC(=O)c1cccc(NC(=O)/C=C/c2ccc([N+](=O)[O-])cc2)c1,5%,-14%,2%,0%,-2%,-2%,-12%,-7,2%
CCOC(=O)c1c(C)[nH]c(C)c1S(=O)(=O)NCCc1ccco1,-3%,5%,-1%,1%,9%,-3%,12%,?,-24%
COc1ccc(C(=O)NCC2(c3ccccc3)CCOCC2)cc1,12%,-16%,-21%,-3%,0%,1%,22%,9,17%
